# STEP block: blocks human striatal-enriched tyrosine phosphatase; recombinant STEP, OMFP fluorogenic substrate, fluorescence; inhibition, % at 20 µM; 0.25% of 360,000 active; AID 588621;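 active means inhibition at 20 µM, scaled per plate between control wells, above about 37%, limit read from the data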;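 further: 0% = DMSO with enzyme and substrate and 100% = substrate only without enzyme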
#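 material = STEP tyrosine phosphatase | reagent = fluorogenic phosphatase substrate OMFP at 25 µM final | doses = single compound dose of 20 µM, 1% DMSO final | schedule = 20 min reaction, room temperature, in the dark | measured by = fluorescence, 480/540 nm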
# SUMO1-SIM PPI: SUMO1-SIM interaction modulation; P63165; SUMO1 binding to a labelled peptide, TR-FRET, 1 h; inhibition, % at 20 µM; 0.33% of 360,000 active; in the data active means inhibition above about 37%
# Target sequence (P63165 whole entry, looked up): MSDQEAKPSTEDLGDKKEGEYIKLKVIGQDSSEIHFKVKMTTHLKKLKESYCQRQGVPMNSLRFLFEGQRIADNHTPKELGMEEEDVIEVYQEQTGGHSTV
# Rin1 Abl inh: human Rin1-Abl interaction inhibition | P00519+Q13671 | TR-FRET Rin1/Abl binding, biochemical | inhibition, % at 7.35 µM | 0.4% of 360,000 active; in the data active means inhibition above about 5%, passing the limit was not always enough
# Rpn11 block: Rpn11 (human) deubiquitinase inhibition; calls only at 20 µM; 0.59% of 360,000 active; O00487; human 26S proteasome, Ub4-pepOG fluorescence polarization; 20S core pre-blocked with epoxomicin;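 active means inhibition at 20 µM, scaled to each plate's controls, above about 33%, limit read from the data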
# LMPTP block: blocks human LMPTP phosphatase. P24666. recombinant LMPTP-A, OMFP fluorogenic substrate, fluorescence intensity. inhibition, % at 20 µM. 0.22% of 360,000 active;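 active means compounds that cut the enzyme signal by at least half of the control window in the single-dose screen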;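 further: plate controls were DMSO wells with enzyme plus substrate for no effect and substrate without enzyme for full effect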
# Target sequence (P24666 whole entry, looked up): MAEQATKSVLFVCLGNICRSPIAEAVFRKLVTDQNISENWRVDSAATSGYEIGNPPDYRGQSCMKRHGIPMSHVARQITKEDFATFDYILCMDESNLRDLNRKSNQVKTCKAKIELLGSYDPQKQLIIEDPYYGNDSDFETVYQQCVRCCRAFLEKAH
#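 Assay system: LMPTP-A phosphatase enzyme | Input: 0.625 nM enzyme | Also added: Fluorogenic phosphatase substrate OMFP at 400 µM final | Compound dosing: One test concentration per compound, 20 µM, with 3% DMSO overall | Schedule: 50 min enzyme reaction at room temperature, protected from light | Signal: Fluorescence intensity | Benchmarks: no-enzyme and uninhibited controls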
# DNMT1 block: blocks human DNA methyltransferase DNMT1; P26358; DNMT1 molecular beacon, Hinp1I cleavage, fluorescence; inhibition (reported as % activation of signal), % at 10 µM; 0.83% of 360,000 active; in the data active means inhibition above about 50%
# Neddylation inh: cullin neddylation inhibition | TR-FRET cullin neddylation, biochemical | calls only at 25 µM | 0.58% of 360,000 active | AID 651699; in the data active means inhibition above about 36%
# Target sequence (P61081 whole entry, looked up): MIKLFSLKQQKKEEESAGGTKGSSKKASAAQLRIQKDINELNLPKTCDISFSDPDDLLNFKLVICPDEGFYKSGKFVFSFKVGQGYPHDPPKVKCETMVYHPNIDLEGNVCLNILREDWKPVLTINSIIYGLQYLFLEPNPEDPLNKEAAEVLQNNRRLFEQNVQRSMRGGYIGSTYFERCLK
# Target sequence (Q13564 whole entry, looked up): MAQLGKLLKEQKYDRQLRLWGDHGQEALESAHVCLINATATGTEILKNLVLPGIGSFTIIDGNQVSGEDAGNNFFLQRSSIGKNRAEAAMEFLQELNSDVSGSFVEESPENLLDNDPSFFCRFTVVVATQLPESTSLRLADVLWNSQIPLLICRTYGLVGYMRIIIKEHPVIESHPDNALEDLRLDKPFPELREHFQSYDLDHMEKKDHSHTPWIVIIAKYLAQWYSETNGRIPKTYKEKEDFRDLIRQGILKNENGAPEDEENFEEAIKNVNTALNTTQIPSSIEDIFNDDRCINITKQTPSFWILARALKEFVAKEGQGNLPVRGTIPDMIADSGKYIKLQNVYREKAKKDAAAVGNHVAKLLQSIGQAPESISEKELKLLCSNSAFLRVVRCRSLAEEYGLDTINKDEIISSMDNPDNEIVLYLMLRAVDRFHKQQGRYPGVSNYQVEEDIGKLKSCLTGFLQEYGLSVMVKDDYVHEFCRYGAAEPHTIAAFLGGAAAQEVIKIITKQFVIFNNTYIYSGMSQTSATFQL
# Scp-1 inhibitor: Scp-1 (human) phosphatase inhibition; Q9GZU7; Recombinant Scp1, phosphopeptide, malachite green phosphate absorbance; inhibition, % at 20 µM; 0.88% of 340,000 active;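 active means inhibition above about 50% at 20 µM, limit read from the data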;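 further: plate controls were DMSO wells with enzyme for no effect and wells lacking enzyme for full effect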
#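 Material – SCP-1 phosphatase catalytic domain, residues 76-261 · Buffer or medium – Acidic Tris acetate buffer with magnesium and detergent · Also added – Phospho 17-mer peptide substrate · Compound – single 20 µM dose, 1% DMSO · Times – 45 min room-temperature reaction, 5 min colour, 30 min stabiliser · Technique – Phosphate-binding colour reagent, absorbance read at 630 nm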
# CSN inh: CSN deneddylation inhibition | Q92905 | Purified CSN, SCF-Nedd8-OG deneddylation, fluorescence polarization | inhibition, % at 12.5 µM | 0.38% of 360,000 active | AID 651999;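 active means pattern-corrected inhibition above about 35%, with an unprinted fluorescence ratio check between 0.5 and 1.5, limit read from the data, passing the limit was not always enough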;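 further: 0% = enzyme with substrate and 100% = substrate without enzyme; some results filed as inactive read as strong as hits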
#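 Assay system: HEK293T-derived human Csn5 enzyme; quantity: 0.24 nM enzyme; medium: Tris/NaCl/DTT buffer, pH 7.5; also added: substrate SCFSkp2-Nedd8OG, 10 nM; doses: 12.5 µM compound; schedule: 90 min reaction at room temperature; signal: FP; read-out: % inhibition of substrate cleavage by Csn5; benchmarks: substrate-only high control, full reaction low control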
# NadD block: blocks S. aureus nicotinate mononucleotide adenylyltransferase; purified NadD enzyme, colorimetric absorbance read-out; 0.78% of 360,000 active; inhibition, % at 20 µM; AID 602399; in the data active means inhibition above about 26%; further: some compounds past the cut are filed as inactive
# Starred values were filed as active, the others as inactive; i = inactive; nt = not tested or not shown; + = active, no number.
SMILES,STEP block,SUMO1-SIM PPI,Rin1 Abl inh,Rpn11 block,LMPTP block,DNMT1 block,Neddylation inh,Scp-1 inhibitor,CSN inh,NadD block
C=C(C)c1sc(-c2ccc(Cl)cc2)nc1C,0,-18,0,i,2.6,-2,i,-1,-1,0
Cc1c(C(=O)N2CCCC2)sc(NC(=O)c2ccc(Cl)cc2)c1C#N,-2,8,1,i,-2.5,-3,i,-13,2,-8
COC(=O)c1sc(NC(=O)c2ccco2)c(C#N)c1C,14,-2,-2,i,-1.0,0,i,0,-2,-2
c1ccc(Nc2scc(-c3ccccc3)[n+]2Cc2ccco2)cc1,0,-1,-3,i,3.7,-6,i,-3,0,5
NC(=O)C1CCN(Cc2nc3c(Br)cc(Br)cc3c(=O)[nH]2)CC1,-2,-5,-10,i,-0.9,-3,i,-12,5,19
COc1ccc(NC(=O)C2CCCN2C(=O)NCc2ccccc2)cc1 (stereo not drawn),0,-13,-1,i,-0.2,-1,i,7,-15,0
COc1ccc(C2C(=O)N(C3CCCCC3)CC(=O)N2CC2COc3ccccc3O2)cc1 (stereo not drawn),0,2,0,i,0.2,-3,i,-4,-5,-8
Fc1cccc2sc(Nc3nc4c(F)cccc4s3)nc12,3,-10,-2,i,-0.9,21,i,-3,12,13
Cc1c(C(=O)NCC2CCCO2)oc2ccc(S(=O)(=O)N3CCCCC3)cc12 (stereo not drawn),0,-3,0,i,-1.4,1,i,0,1,7
C#CCN(C[C@H]1[C@H](OC(=O)NCc2ccccc2F)[C@H](OC(=O)NCc2ccccc2F)C[C@H]2C(=O)N(c3ccccc3)C(=O)[C@@H]12)S(=O)(=O)c1ccc(C)cc1,3,-2,-2,i,1.5,-3,i,nt,0,30*
COc1cc(C(O)c2nc(-c3cccc(C(=O)O)c3)cs2)ccc1F (stereo not drawn),2,7,0,i,-1.2,3,i,nt,-1,-1
CC(C)CC(=O)NC1(C(F)(F)F)C(=O)Nc2c1c(=O)n(C)c(=O)n2C (stereo not drawn),-5,-4,-2,i,-3.0,1,i,5,4,-2
CCCC(=O)N1CCCC1(C)C(=O)NCc1c(F)ccc(C)c1F (stereo not drawn),-2,5,3,i,0.2,4,i,nt,-3,-1
COc1ccc(OC(=O)CCN2C(=O)C3C4C=CC(C4)C3C2=O)cc1 (stereo not drawn),1,2,3,i,-2.5,2,i,-5,0,1
CCSc1ncnc2c1oc1ccccc12,5,8,-65,i,0.3,3,i,-3,-1,-4
O=C(OCCN1CCCCC1)c1cccc(F)c1,-1,5,0,i,-1.7,2,i,0,-1,2
COc1cc(OC)cc(C(=O)Nc2ccc3c(c2)COC3=O)c1,0,4,0,i,-0.4,-2,i,-8,-3,-2
Cc1cc(NC(=O)CN2CCN(S(=O)(=O)c3ccc4ccccc4c3)CC2)no1,-8,-3,-3,i,1.1,3,i,-6,-1,3
COC(=O)c1ccccc1NC(=O)C1CCN(C(=O)N2CCOc3ccccc32)CC1,-3,5,2,i,-0.9,-1,i,-11,-7,-5
COCCCNC(=O)C[C@@H]1C[C@@]2(C(=O)OC)CC(C)(C)CC=C2N(Cc2ccco2)C1=O,nt,-1,nt,nt,-0.4,nt,i,nt,-5,nt
Cc1ccc(C(=O)Cn2c(-c3ccccc3)noc2=O)cc1,-3,-1,0,i,-0.4,0,i,-7,3,5
COc1cc2c3c(c1)c(C1=NC(=S)NC1=O)c(O)n3C(C)(C)C=C2C,0,-5,5,i,1.5,1,i,-7,4,-2
CCOC(=O)C1=C(O)/C(=C/c2ccc(-c3ccccc3C(=O)O)o2)SC1=Nc1ccc(C)cc1,4,6,-1,nt,7.3,23,i,9,50*,21
O=C1CCCc2nc(N3CCN(C(=O)c4ccco4)CC3)ncc21,-2,4,-3,i,-0.2,2,i,-4,-2,-7
CCCC1S/C(=N/N=C/c2ccc(OC)cc2)N(Cc2ccccc2)C1=O (stereo not drawn),0,0,1,i,2.9,0,i,-14,2,-4
CCO[C@@H]1OC(C(=O)NC2CC2)=C[C@H](c2ccc(Br)cc2)[C@H]1CCCO,-1,-1,0,i,-1.2,5,i,-4,0,-3
Cc1nc(C)c(C(=O)C2=C(O)C(=O)N(CCN(C)C)C2c2cccs2)s1 (stereo not drawn),2,-16,-2,i,-5.1,-2,i,-15,6,5
CCOc1cc(S(=O)(=O)N(CC)CC)ccc1F,3,3,1,i,-1.0,0,i,1,-1,-5
NC(=O)c1ccccc1N/C=C/C(=O)c1cccs1,-1,-22,-2,i,-0.5,0,i,-2,2,3
COc1cc(F)ccc1S(=O)(=O)N1CCN(Cc2ccccc2)CC1,0,3,1,i,-0.1,4,i,-8,3,-3
CCCCCCN1C[C@@H](n2cc(C3CC3)nn2)[C@H](O)C[C@@H]1c1ccc(C)cc1,-1,3,4,i,2.0,-3,i,nt,0,0
CCCC12CN3CC(C)(CN(C1)C3c1ccc(OC(C)C)cc1)C2=O (stereo not drawn),-7,5,0,i,-0.8,5,i,-4,-6,3
Cn1c(=O)c2c(nc(SCc3ccccc3)n2Cc2ccc(Cl)cc2)n(C)c1=O,4,-2,-1,i,5.5,-7,i,8,1,-3
Cn1c(C(=O)NCCN2CCCCCC2)cc2c(=O)n(C)c3ccccc3c21,5,36,0,+,43,16,i,-4,14,28
Cc1ccc(CC(=O)Nc2cccc(C(=O)Nc3c(C)n(C)n(-c4ccccc4)c3=O)c2)cc1C,-2,0,2,i,-1.4,-3,i,nt,2,9
O=C(O)c1cnn(-c2nc(-c3ccc(Cl)cc3)cs2)c1C(F)(F)F,-1,2,4,i,-0.1,-2,i,-12,3,-12
O=C1C(C=NCC2CCCO2)=C(O)c2ccccc21 (stereo not drawn),-1,-8,-4,i,0.1,-2,i,0,1,1
COc1ccc(CCNS(=O)(=O)c2cn(C)c(=O)n(C)c2=O)cc1,-3,3,2,i,-1.3,3,i,-11,3,-5
Cc1cc(C)c2c(NC(=S)NC(=O)c3ccccc3)n[nH]c2n1,-2,-1,1,i,0.8,1,i,-8,8,-17
O=c1nc(Oc2ccccc2)nc2ncccn12,-1,-1,1,i,-1.1,2,i,nt,4,0

# 12 successive records already listed, for reference:
SMILES,STEP block,SUMO1-SIM PPI,Rin1 Abl inh,Rpn11 block,LMPTP block,DNMT1 block,Neddylation inh,Scp-1 inhibitor,CSN inh,NadD block
NC(=O)c1ccccc1N/C=C/C(=O)c1cccs1,-1,-22,-2,i,-0.5,0,i,-2,2,3
COc1cc(F)ccc1S(=O)(=O)N1CCN(Cc2ccccc2)CC1,0,3,1,i,-0.1,4,i,-8,3,-3
CCCCCCN1C[C@@H](n2cc(C3CC3)nn2)[C@H](O)C[C@@H]1c1ccc(C)cc1,-1,3,4,i,2.0,-3,i,nt,0,0
CCCC12CN3CC(C)(CN(C1)C3c1ccc(OC(C)C)cc1)C2=O (stereo not drawn),-7,5,0,i,-0.8,5,i,-4,-6,3
Cn1c(=O)c2c(nc(SCc3ccccc3)n2Cc2ccc(Cl)cc2)n(C)c1=O,4,-2,-1,i,5.5,-7,i,8,1,-3
Cn1c(C(=O)NCCN2CCCCCC2)cc2c(=O)n(C)c3ccccc3c21,5,36,0,+,43,16,i,-4,14,28
Cc1ccc(CC(=O)Nc2cccc(C(=O)Nc3c(C)n(C)n(-c4ccccc4)c3=O)c2)cc1C,-2,0,2,i,-1.4,-3,i,nt,2,9
O=C(O)c1cnn(-c2nc(-c3ccc(Cl)cc3)cs2)c1C(F)(F)F,-1,2,4,i,-0.1,-2,i,-12,3,-12
O=C1C(C=NCC2CCCO2)=C(O)c2ccccc21 (stereo not drawn),-1,-8,-4,i,0.1,-2,i,0,1,1
COc1ccc(CCNS(=O)(=O)c2cn(C)c(=O)n(C)c2=O)cc1,-3,3,2,i,-1.3,3,i,-11,3,-5
Cc1cc(C)c2c(NC(=S)NC(=O)c3ccccc3)n[nH]c2n1,-2,-1,1,i,0.8,1,i,-8,8,-17
O=c1nc(Oc2ccccc2)nc2ncccn12,-1,-1,1,i,-1.1,2,i,nt,4,0

# An excerpt of these results, with values under each structure:
# Fields – STEP block	SUMO1-SIM PPI	Rin1 Abl inh	Rpn11 block	LMPTP block	DNMT1 block	Neddylation inh	Scp-1 inhibitor	CSN inh	NadD block
> Cn1c(=O)c2c(nc(SCc3ccccc3)n2Cc2ccc(Cl)cc2)n(C)c1=O
→ 4	-2	-1	i	5.5	-7	i	8	1	-3
> Cn1c(C(=O)NCCN2CCCCCC2)cc2c(=O)n(C)c3ccccc3c21
→ 5	36	0	+	43	16	i	-4	14	28

# Other results follow:
SMILES,STEP block,SUMO1-SIM PPI,Rin1 Abl inh,Rpn11 block,LMPTP block,DNMT1 block,Neddylation inh,Scp-1 inhibitor,CSN inh,NadD block
COc1cc(C(=O)OCC(=O)Nc2ccccc2)cc2c1OCCO2,-2,18,-3,i,-2.2,-5,i,nt,1,-4
CC(=O)c1cc2c(cc1NC(=O)CSc1nc3ccc(C)cc3[nH]1)OCO2,4,-16,-3,i,1.9,-1,i,-4,5,3
Cc1ccc(N2CC(C(=O)Nc3cccc(C(=O)NC4CC4)c3)CC2=O)cc1 (stereo not drawn),0,5,-1,i,-0.7,23,i,19,-3,3
O=C(CN(C(=O)CCC(=O)Nc1nccs1)c1ccc2c(c1)OCO2)NCc1ccccc1,1,1,1,i,0.0,4,i,-6,3,-3
COc1ccc(C(c2nnnn2CCc2ccccc2)N2CCN(C3CCCC3)CC2)cc1OC (stereo not drawn),-7,3,1,i,-1.1,-2,i,-2,0,4
COc1ccc(-n2c(Cc3cccn3C)nnc2SCC(=O)NCc2ccccc2Cl)cc1,2,4,2,i,0.9,-3,i,3,-2,3
Cc1ccc(-n2c(-c3cccc(C)c3)n[nH]c2=S)cc1,-1,2,-4,i,-1.8,7,i,4,0,5
Cc1ccc(NC(=O)c2nc(C)n(-c3ccc([N+](=O)[O-])cc3)n2)cc1,1,-20,1,i,0.5,0,i,3,2,-4
CCOC(=O)N1CCN(C(=O)CSc2ccc3nnc(CCNC(=O)c4ccc(OC)cc4)n3n2)CC1,-3,-4,3,i,-1.7,2,i,-9,1,-1
COc1cccc(-c2ncc3ccccc3c2COC(=O)N2CCCCC2)c1,-2,2,0,i,-0.8,8,i,6,4,-1
N/C(=N\OC(=O)Nc1ccc(Cl)c(Cl)c1)c1ncc(C(F)(F)F)cc1Cl,3,0,1,i,0.5,1,i,-9,2,-5

# Screens as filed in PubChem BioAssay.
